HepG2 viability: kills HepG2 cells in TGF-b inhibitor counter-screen; HepG2 CAGA-GFP viability, ATP luminescence, 18 h; Potency, µM (highest dose often 46.1 µM), without a hit: at the top dose activity change, negative = cytotoxicity, usual class: cytotoxic; 410,000 compounds, 0.76% hits; note: potency is the fitted concentration of half-maximal effect; some results filed as inactive show a strong effect at the top dose
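CellTiter-Glo luminescence gave cytotoxicity after 18 hours at 37 degrees C. The cells were HepG2 CAGA-GFP in 1% FBS DMEM, stimulated with 500 pg/mL TGF-beta after compound addition. %Activity was normalised to no-cell wells (complete cell-killing) and DMSO (no toxicity), and curves were fitted and classified.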
S2 tox: viability counter-screen for ATXN expression inhibitors. 400,000 compounds, 0.49% hits. Potency, µM (highest dose often 56.7 µM), actives largely listed as cytotoxic. AID 651635. S2 cells (HEK-293 line with an ATXN2-luciferase reporter) viability, CellTiter-Fluor protease fluorescence, 24 h; note: potency is the fitted concentration of half-maximal effect; nearly all actives have a fitted effect of over 40% in size
Nrf2 activator: activators of Nrf2 (ARE) signaling. AID 624171. Potency, µM (series often up to 46.1 µM), inactives show at the highest dose activation, most hits filed as activators. AREc32 ARE-luciferase reporter (MCF7-derived line), luminescence, 24 h. 410,000 compounds, 0.31% hits; note: potency is the fitted concentration of half-maximal effect; % of control where 0% means no effect; nearly all actives have a fitted effect of over 65% in size
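For detection, Steady-Glo was added and plates sat 30 min at RT; before that, AREc32_Fluc cells grown overnight in OPTI-MEM/5% FBS had been treated with 23 nL compound for 24 hr at 37 deg C.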
TGFb inhibitor: inhibitors of TGF-b signaling. HepG2 CAGA-GFP TGF-b/SMAD3 reporter, GFP fluorescence, 18 h; TGF-beta stimulated, 500 pg/mL final. Potency, µM (highest dose often 46.1 µM), for inactives: at the top dose activity, negative = inhibition, usual class: inhibitors. 410,000 compounds, 1.2% hits. AID 588855; note: potency is the fitted concentration of half-maximal effect; % is set by controls: 0 for no effect and ±100 for the full control effect; nearly all actives have a fitted effect of over 65% in size
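Read-out: total well GFP (ex488/em500-530) summed from mean per-cell fluorescence. Cells: HEPG2 CAGA-GFP, 1% FBS DMEM, 18 h at 37 degrees C with 500 pg/mL final TGF-beta. Unstimulated wells served as the full-inhibition control; stimulated DMSO wells = 0%.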
ATXN2 expr inh: reduces ATXN2 reporter expression in HEK-293 cells; Potency, µM (highest dose often 57 µM), inactives show at the top dose activity change, negative = inhibition, actives largely listed as inhibitors; AID 1745845; 360,000 compounds, 0.72% hits; HEK-293 ATXN2-luciferase reporter, luminescence, 24 h; note: potency is the fitted concentration of half-maximal effect; % is set by controls: 0 for no effect and ±100 for the full control effect; nearly all actives have a fitted effect of over 55% in size
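ATXN2-luciferase reporter cells (luciferase flanked by upstream and downstream ATXN2 gene portions) were treated 24 h at 37 °C with compounds at up to 57 uM. SteadyGlo luminescence gave expression; GF-AFC fluorescence gave viability.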
Nrf2 inh: blocks Nrf2 signaling; A549 ARE-Fluc reporter, luciferase luminescence, 18-24 h; Potency, µM (doses to about 46 µM), inactives show at the top dose activity change, negative = inhibition, actives largely listed as inhibitors; 360,000 compounds, 2.1% hits; AID 504444; note: potency is the fitted concentration of half-maximal effect; % is set by controls: 0 for no effect and ±100 for the full control effect; nearly all actives have a fitted effect of over 60% in size
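Concentration-response testing used A549 ARE_Fluc cells at 5000 cells/well. Following an 18-24 h compound incubation, viability was read by fluorescence (Ex 405/Em 525) and luciferase output by luminescence.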
A549 viability: A549 cytotoxicity, counter-screen for Nrf2 inhibitors; A549 ARE-Fluc cells, CellTiter-Fluor viability, 18-24 h; Potency, µM (top dose mostly 46 µM), inactives show top-dose activity change, negative = cytotoxicity, most hits filed as inhibitors; 390,000 compounds, 0.16% hits; AID 504648; note: potency is the fitted concentration of half-maximal effect; % is set by controls: 0 for no effect and ±100 for the full control effect
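Cytotoxicity counterscreen: CellTiter-Fluor fluorescence was measured in A549 ARE_Fluc cells after 18-24 h of compound exposure in a concentration series. The subsequent BugLite luminescent read reports ARE-luciferase activity.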
IL1B secr inh: inflammasome signaling inhibition, IL-1 beta readout; THP-1 LPS/ATP IL-1B secretion, AlphaLISA, 16 h; active compounds read low; activity change, % at 57.5 µM; 360,000 compounds, 4.7% hits; in the data active = activity change below about -50%; inconclusive = mostly about -30% to -49%; note: % is set by controls: 0 for no effect and ±100 for the full control effect
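THP-1 cells pretreated 1 hr with compounds (up to 57.5 uM final), then stimulated with LPS (250 ng/mL final) plus ATP (1.25 mM final); secreted IL-1B measured by AlphaLISA after 16 hr, decreased signal indicating inhibition.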
MCF10A rerep: induces DNA re-replication in MCF 10a normal breast cells. AID 624296. MCF 10A DNA re-replication, Hoechst nuclear intensity, 48 h. 350,000 compounds, 2.9% hits. Potency, µM (titrated, usually from 46.1 µM), without a hit: top-dose activity, positive = re-replication, most hits filed as activators; note: potency is the fitted concentration of half-maximal effect; % of control where 0% means no effect; nearly all actives have a fitted effect of over 50% in size
* = called active by the depositor; i = inactive; ? = inconclusive; . = no result given; & = joins results of further samples; [ ] = another dose, or the depositor's remark. Unless noted, calls come from the whole dose curve; as a rule, active = well fitted curve in the direction sought with a large enough effect; inconclusive = small, poorly fitted or top-dose-only effect, or another doubt; inactive = no such curve, though single readings can be large; an effect the other way counts as inactive or inconclusive.

SMILES	HepG2 viability	S2 tox	Nrf2 activator	TGFb inhibitor	ATXN2 expr inh	Nrf2 inh	A549 viability	IL1B secr inh	MCF10A rerep
COc1ccc(OCCCC(=O)N(C)CC(=O)Nc2c(C)cccc2C)cc1	-3%	i	0.6%	-1%	-15%	8%	1%	3	1%
COC(=O)c1cc2ccsc2n1Cc1cc(=O)n2ccccc2n1	-1%	i	3.1%	-7%	28%	23%	0%	9	-1%
COC(=O)c1cc(NC(=O)CSc2nnc(CN3CCOCC3)n2C)ccc1Cl	-2%	i	-0.1%	21%	-5%	-11%	2%	8	2%
O=C(Nc1ccccc1F)c1ccc(-c2cccc([N+](=O)[O-])c2)o1	-21%	i	1.4µM*	-10%	4%	?	-1%	-9	10%
CCOC(=O)c1c(NC(=O)c2cc(-c3cccc(Cl)c3)on2)sc(C(C)=O)c1C	0%	.	-0.2%	-1%	.	3%	-3%	.	.
COc1ccc(S(=O)(=O)NC(CC(=O)NCCc2ccc(OC)c(OC)c2)c2ccco2)cc1 (stereo unspecified)	9%	i	-0.9%	-43%	-12%	.	-1%	-22	2%
CCOC(=O)c1ccc(NC(=O)CSc2nc(SC)ns2)cc1	-30%	i	9.1%	-9%	46%[activator]	.	18%	0	-1%
CCn1c(-c2ccccc2O)n[nH]c1=S	2%	i	0.1%	2%	-6%	1%	0%	21	1%
Fc1ccc2nc(Nc3nc4c(s3)CCCC4)sc2c1	-19%	i	?	-1%	65%[activator]	?	-9%	28	?
CCOC(=O)c1c(C)oc2nc(C)nc(NCCCN3CCN(c4ccccc4)CC3)c12	-4%	i	-0.3%	-3%	-2%	18%	-3%	.	.

Nrf2 activator, hit marks shown above
smiles,Nrf2 activator,TGFb inhibitor,IL1B secr inh
O=C(Nc1ccccc1F)c1ccc(-c2cccc([N+](=O)[O-])c2)o1,1.4µM*,-10%,-9

The list goes on.
SMILES	HepG2 viability	S2 tox	Nrf2 activator	TGFb inhibitor	ATXN2 expr inh	Nrf2 inh	A549 viability	IL1B secr inh	MCF10A rerep
O=C(CNC(=O)c1ccccc1C(F)(F)F)N/N=C/c1cccs1	28%	i	0.5%	37%[activator]	.	-7%	-9%	1	7%
COc1cc(OC)c(NC(=O)CCn2cccn2)cc1Cl	13%	i	0.6%	-4%	11%	?	1%	.	.
COc1ccc(Br)cc1C(=O)Nc1cccc(C)c1	-23%	i	11%	2%	15%	?	-1%	35	-5%
Cn1nnnc1Sc1ncnc2scc(-c3ccccc3C(F)(F)F)c12	-16%	?	?	?	?	?	-3%&-1%	.	79%
Cc1ccc(S(=O)(=O)N2CCCCC2)cc1NC(=O)CCCOc1ccccc1	-9%	i	0.3%	-2%	-13%	?	-8%	-4	?
O=C(Cn1c(-c2cccs2)cc2cc(F)ccc21)NCCCN1CCN(c2ccccc2F)CC1	-36%	?	16%	?	-24%	-16%	-28%	.	.
CN(CCNC(=O)c1ccc(CS(=O)(=O)c2c(Cl)cccc2Cl)o1)CCc1ccccc1	-19%	?	-0.7%	-15%	-15%	-6%	-13%	-12	0%
COc1ccc(C(=O)CN2C(=O)N(c3ccc(C(C)=O)cc3)S(=O)(=O)c3ccccc32)cc1	-18%	i	-0.3%	-4%	-5%	.	-2%	.	.
CC(C)CCNC(=O)C1CCC(CNS(=O)(=O)c2cccc3nsnc23)CC1 (stereo unspecified)	-10%&7%	i	0.2%&4.8%	-19%&-6%	2%	-4%&0%	-14%&-5%	-1	?
COc1ccc(-c2nnc(SC3CCOC3=O)n2C2CCCCC2)cc1OC (stereo unspecified)	9%	i	-0.4%	-10%	5%	.	-2%	31	2%
CC1(C2CCC3C4CCC5CC6(CCC5(C)C4C(=O)CC32C)OCCO6)OCCO1 (stereo unspecified)	-18%	i	-0.2%	-10%	-31%	1%	2%	16	?
O=C(NCCNC(=O)c1ccccc1Br)c1ccccc1Br	-3%	i	-1.7%	4%	.	-16%	10%	-7	-1%
COc1ccc(N2C(=O)CSC23C(=O)N(Cc2cccc(C(F)(F)F)c2)c2ccccc23)cc1 (stereo unspecified)	-12%	i	4.9%	-22%	0%	?	-16%	.	.
CC1(C)CC(=O)C(C=NCCN2CCN(C(=O)c3ccc(F)cc3)CC2)=C(O)C1	-22%	i	0.0%	-11%	-8%	?	4%	45	4%
COc1ccc(NC(=O)C2CCCN2C(=O)NCc2ccccc2)c(OC)c1 (stereo unspecified)	2%	?	0.3%	18%	-3%	5%	-5%	-20	-1%
O=C(Nc1ccccc1Cl)c1cc(C2CCCCN2C(=O)OCCF)on1 (stereo unspecified)	-13%	i	0.1%	23%	-2%	.	.	6	.
CN1C(=O)/C(=C\c2ccc(OC(=O)c3ccco3)cc2)SC1=S	-21%	i	3.5%	6%	-20%	1%	-3%	-7	0%
CCc1ccccc1OCCOc1ccc(C)cc1OC	2%	i	0.2%	14%	-1%	?	2%	26	?
CC(=O)N1c2ccc(S(=O)(=O)NCC3CCC(C(=O)N4CCCC(C)C4)CC3)cc2CC1C (stereo unspecified)	-18%	?	4.6%	3%	-11%	?	-4%	-10	11%
Cc1ccnc(NC(=S)NC(=O)c2ccco2)c1	-19%	i	22%	4%	37%[activator]	?	4%	24	-17%
COc1ccc(OC)c(CNC(=O)c2ccc(C)c(NC(=O)c3nsc4ccccc34)c2)c1	-3%	i	3.8%	-26%	0%	.	11%	.	.
Cc1cccc(-n2ncc(C(=O)N3CCN(Cc4ccccc4)CC3)c2C2CCN(C(=O)OC(C)(C)C)CC2)c1	-11%	.	1.4%	-24%	.	?	-7%	.	.
O=C(Nc1ccc(F)cc1)c1cccc(N2C(=O)C3C4CCC(C4)C3C2=O)c1 (stereo unspecified)	7%	i	2.0%	-1%	10%	16%	-2%	0	-2%
CCCn1nnc(NC(=S)NC(=O)c2ccc(-c3ccc(Br)cc3)o2)n1	-103%	i	13%	?	17%	12%	-1%	17	2%
COCCNC(=O)C(=O)NCC1OCCN1S(=O)(=O)c1cccs1 (stereo unspecified)	-2%	i	-0.1%	-3%	-3%	5%	11%	26	-3%
CSc1ccccc1NC(=O)Cc1ccc(Br)cc1	-32%	i	-0.8%	-17%	1%	-12%	13%	-13	9%
O=c1[nH]c2cccc(Cl)c2c2ccccc12	-9%	i	0.0%	7%	.	.	.	10	.
CCC(C)N1CC23C=CC(O2)C(C(=O)OC)C3C1=O (stereo unspecified)	7%	i	-1.2%	10%	6%	9%	0%	20	-1%
CCCCNC(=O)c1onc(CSc2ccccc2)c1C(=O)NCCCC	-1%	i	0.7%	0%	3%	?	-2%	-14	1%
COc1ccc(NC(=O)CSc2nnc(COc3ccccc3)n2Cc2ccco2)cc1OC	-22%	i	0.4%	-1%	-26%	?	0%	2	11%
CCCCn1c(NCCC)nc2c1c(=O)[nH]c(=O)n2C	-12%	i	-0.3%	2%	0%	-15%	2%	16	-1%
Cc1cccc(C(=O)O)c1NC(=O)Cc1cccc2ccccc12	-1%	i	-1.1%[9.22 µM]	-1%	-6%	-7%	3%	66	-15%
CC(C)COc1ccc(C(=O)CCN2CCCCC2)cc1	-95%	i	?	?	-23%	-26%	-4%	0	12µM*
Cc1nc(C2COc3ccccc3O2)sc1C(=O)O (stereo unspecified)	-21%	i	0.8%	9%	38%	?	3%	11	32%
CCOC(=O)CSc1nc2sc3c(c2c(=O)n1Cc1ccccc1)CC(C)CC3 (stereo unspecified)	0%	.	0.6%	0%	.	-8%	-1%	.	.
CCOc1ccccc1CNC(=O)CCNC(=O)Cn1ccc2ccccc2c1=O	-1%	i	0.1%	-5%	2%	?	5%	-6	0%
CCOc1ccc(NC(=O)CSc2nc3c(c(=O)[nH]2)CCCC3)cc1	-5%	i	0.3%	24%	6%	2%	0%	.	.
CCOc1ccc(CCNC(=O)c2nnn(CC(=O)Nc3c(C)cc(C)cc3C)c2N)cc1OCC	17%	i	-0.5%	6%	-3%	13%	-1%	-7	9%
COC(=O)C1=C(C)NC(C)=C(C(=O)OCC(C)C)C1c1ccccc1[N+](=O)[O-] (stereo unspecified)	-45%	?	2.7%	18µM*	?	16µM*	-10%	-65*	27µM*
COc1cc(NC(=O)c2ccc3c(Cl)c4c(nc3c2)CCC4)cc(OC)c1OC	-21%	i	4.4%	-46%	7%	2%	0%	.	.

2 records picked at random from those above, as already listed:
SMILES	HepG2 viability	S2 tox	Nrf2 activator	TGFb inhibitor	ATXN2 expr inh	Nrf2 inh	A549 viability	IL1B secr inh	MCF10A rerep
CCOc1ccc(NC(=O)CSc2nc3c(c(=O)[nH]2)CCCC3)cc1	-5%	i	0.3%	24%	6%	2%	0%	.	.
CC(C)COc1ccc(C(=O)CCN2CCCCC2)cc1	-95%	i	?	?	-23%	-26%	-4%	0	12µM*

Next structures.
SMILES	HepG2 viability	S2 tox	Nrf2 activator	TGFb inhibitor	ATXN2 expr inh	Nrf2 inh	A549 viability	IL1B secr inh	MCF10A rerep
Cc1ccc(-c2ccc(CCC(=O)O)n2-c2cccc(O)c2)cc1	-17%&-2%	i	20%&3.8%	-24%&-1%	5%&0%	-4%&-10%	5%&-5%	19	?
CC(C)CNC1CS(=O)(=O)CC1O (stereo unspecified)	3%	i	0.4%	15%	-15%	-12%	-2%	-15	2%
O=C(NCC1CCCO1)c1ccc(NS(=O)(=O)c2cccs2)cc1 (stereo unspecified)	-16%	i	-0.3%	-2%	-3%	-8%	-3%	-14	-1%
CCCCNC(=S)N/N=C/c1ccccc1F	15%	i	8.8%	?	11%	25%	0%	-6	7%
COc1cccc(C2CC(c3cccs3)=NN2C(=O)CSc2nc3ccccc3s2)c1OC (stereo unspecified)	-31%	i	-0.3%	?	21%	-15%	-2%	0	?
COc1ccc(-c2cc(=O)oc3cc(O)ccc23)cc1	-15%	.	-0.6%	-2%	29%	-12%	-1%	17	7%

An unsorted share of the library, and some 8.8% of all compounds hit somewhere here.
